EWS-Fli block: inhibitors of EWS/Fli oncoprotein transcriptional activity. hit rate 0.67% among 350,000. inhibition, % at 12.6 µM. A673 NR0B1-luciferase reporter, viability-normalised. AID 651661;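 active = mean inhibition of at least 50% after viability correction, with every replicate also passing that limit; inconclusive = mean reaches 50% but only one of two replicates passes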;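 note: firefly luciferase signal divided by Alamar Blue viability fluorescence both relative to DMSO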
FN deposition inh: fibronectin deposition inhibition; AH1F fibroblasts, Alexa488-fibronectin deposition fluorescence, overnight; inhibition, % at 12.6 µM; hit rate 0.086% among 350,000; AID 743247;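 active = mean inhibition across replicates of 30% or more, regardless of how many single replicates reach that level; inconclusive = mean under 30% yet at least half of replicates reach 30%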;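 note: positive control wells lacked labelled fibronectin entirely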
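Assay system: AH1F fibroblasts / Quantity: 10000 cells per well / Medium: DMEM plus 2% serum, read in PBS / Reagent: labelled fibronectin 24 nM / Dosing: single dose, pinned / Times: 1 h cell attachment, overnight exposure to compound and label / Signal: fluorescence, ex 485 nm, em 525 nm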
PGC1a acetyl inh: PGC1a acetylation modulation, inhibitor mode. inhibition, % at 15.6 µM. U2OS PGC1a acetylation, AlphaScreen anti-acetyl-lysine; with virally co-expressed GCN5 acetyltransferase. hit rate 0.17% among 350,000;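 active = every replicate shows inhibition of at least 40%; inconclusive = mean inhibition at least 40% but some replicate below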;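 note: 0% = neutral control wells and 100% = positive control wells; some results beyond the cut were filed as inactive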
ERAP1 HTS inh: ERAP1 (human) enzyme inhibition; Q9NZ08; recombinant ERAP1, Leu-AMC fluorescence, 60 min; inhibition, % at 10.7 µM; hit rate 0.15% among 340,000;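 active = mean replicate inhibition of at least 30%, or all replicates individually reaching that 30% level; inactive = mean below 30% and not every replicate reaching it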;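 note: 0% = neutral control wells and 100% = L-leucinethiol positive control wells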
Target sequence (Q9NZ08 whole entry, looked up): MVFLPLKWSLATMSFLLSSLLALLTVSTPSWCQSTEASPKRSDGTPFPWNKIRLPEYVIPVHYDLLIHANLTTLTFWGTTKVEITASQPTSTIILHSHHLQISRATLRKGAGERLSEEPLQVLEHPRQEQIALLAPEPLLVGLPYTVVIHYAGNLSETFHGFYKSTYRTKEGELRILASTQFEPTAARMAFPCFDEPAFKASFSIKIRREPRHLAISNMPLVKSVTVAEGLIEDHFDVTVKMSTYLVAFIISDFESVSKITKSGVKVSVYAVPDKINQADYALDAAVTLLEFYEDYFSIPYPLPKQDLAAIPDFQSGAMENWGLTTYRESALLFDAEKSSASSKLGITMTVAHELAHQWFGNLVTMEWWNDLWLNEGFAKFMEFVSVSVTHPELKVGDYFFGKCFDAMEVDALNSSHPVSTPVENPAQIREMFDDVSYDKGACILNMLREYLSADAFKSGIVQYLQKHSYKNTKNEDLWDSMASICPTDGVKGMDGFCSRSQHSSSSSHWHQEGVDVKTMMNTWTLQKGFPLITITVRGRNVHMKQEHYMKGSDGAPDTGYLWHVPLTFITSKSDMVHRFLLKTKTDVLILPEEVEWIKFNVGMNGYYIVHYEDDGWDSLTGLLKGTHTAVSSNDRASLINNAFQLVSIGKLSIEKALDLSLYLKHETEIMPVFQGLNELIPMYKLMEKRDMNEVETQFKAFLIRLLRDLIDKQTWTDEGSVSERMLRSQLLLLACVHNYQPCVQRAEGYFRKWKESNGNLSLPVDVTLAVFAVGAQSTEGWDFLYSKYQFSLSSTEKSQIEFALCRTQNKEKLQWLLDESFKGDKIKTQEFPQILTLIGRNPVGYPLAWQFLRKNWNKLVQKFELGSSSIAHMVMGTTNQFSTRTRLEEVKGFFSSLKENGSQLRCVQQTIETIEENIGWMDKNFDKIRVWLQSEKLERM
S100A4 inh HTS: blocks human S100A4 binding to myosin IIA peptide; AID 652163; inhibition, % at 10.7 µM; P26447; hit rate 0.14% among 360,000; S100A4/TAMRA-MyoIIA peptide fluorescence polarization;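 active = mean inhibition of at least 70% across replicates, with every replicate also reaching that level; inconclusive = mean inhibition reaches 70% but some replicates fall short; inactive = mean inhibition below 70%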
Target sequence (P26447 whole entry, looked up): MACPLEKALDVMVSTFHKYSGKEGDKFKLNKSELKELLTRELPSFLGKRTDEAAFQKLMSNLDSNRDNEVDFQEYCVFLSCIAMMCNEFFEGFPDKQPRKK
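incubation = readout 5 min after mixing, signal stable up to 60 min | system = S100A4 monomer protein | buffer or medium = HEPES pH 7.2 with CaCl2, KCl, NaCl, DTT, Triton | benchmarks = neutral control DMSO, positive control TFP | also added = fluorescent myosin IIA peptide, 5 nM | compound dosing = one concentration per compound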
PglD inh: blocks C. jejuni PglD acetyltransferase activity; purified PglD enzyme, DTNB colorimetric CoA detection; inhibition, % at 12.5 µM; hit rate 0.098% among 360,000; in the data active = inhibition above about 16%, passing the limit was not always enough; inconclusive = no clear call, values can overlap the other calls; note: strong numbers were not always called active
PAX8 inh HTS: PAX8 transcriptional activity inhibition; RMG-I TPO-luciferase reporter, SteadyGlo, 24 h; inhibition, % at 12.6 µM; hit rate 1.2% among 360,000; AID 652154;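 active = mean replicate inhibition at least 60% with every replicate also reaching 60%; inconclusive = only one of the two criteria is met; inactive = mean below 60% and not all replicates reaching 60%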;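 note: luciferase light reporting Pax8 driven TPO promoter activity; plate controls were median of neutral control wells for no effect and mitoxantrone controls for full effect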
LGR2 antag: blocks bursicon-induced cAMP signaling via Drosophila LGR2. HEK293 LGR2, CRE-luciferase, bursicon-stimulated, 4 h. inhibition, % at 9.99 µM. hit rate 0.35% among 380,000;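 active = drop in luminescence signal, shown as inhibition above about 50% in the replicate tests, limit read from the data, passing the limit was not always enough; inconclusive = probably only some replicates passing the limit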;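 note: agonist challenge used bursicon conditioned medium at about half maximal strength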
The depositor's hits bear a star; ? = inconclusive; / = not tested or not shown; & = joins results of further samples.

SMILES | EWS-Fli block | FN deposition inh | PGC1a acetyl inh | ERAP1 HTS inh | S100A4 inh HTS | PglD inh | PAX8 inh HTS | LGR2 antag
CCc1ccc(-c2nc(SCC(=O)NC3CC3)n[nH]2)cc1 | -19 | -7 | -11 | 1 | 4 | 0 | -26 | -7
CC(C)C[C@@H](CNC(=O)OC(C)(C)C)NC(=O)c1nc[nH]c1C(=O)N[C@@H](CC(C)C)C(=O)CNC[C@H](CC(C)C)NC(=O)c1nc[nH]c1C(=O)N[C@@H](Cc1c[nH]c2ccccc12)C(=O)OC(C)(C)C | 8 | -2 | -7 | 3 | 1 | -4 | 49 | -18
COc1cccc(CN(C)C(=O)/C=C/c2ccc(S(=O)(=O)N3CCCCCC3)cc2)c1 | / | -5 | / | 1 | -1 | -4 | 28 | -6
Cc1ccc(S(=O)(=O)N(C)C[C@H]2OCCCC[C@H](C)Oc3ccc(NC(=O)Nc4cccc5ccccc45)cc3C(=O)N([C@@H](C)CO)C[C@H]2C)cc1 | 1&7 | 4 | -4 | -12 | 0&-3 | 5&0 | 6&-5 | 17
COC(=O)CC1C(=O)NCCN1C(=O)CSc1nc2ccccc2s1 (stereo unspecified) | 2 | / | -5 | -2 | -2 | / | 17 | 6
C=CCNC(=O)CC(=O)N/N=C/c1cccs1 | -12 | 1 | / | 7 | -1 | / | -13 | -12
C[C@@H]1CCCCO[C@@H](CN(C)C(=O)Nc2ccc(C(F)(F)F)cc2)[C@H](C)CN([C@@H](C)CO)C(=O)c2cc(NC(=O)c3ccncc3)ccc2O1 | 9 | 8 | 1 | -1 | -10 | -2 | 28 | 11
O=C(COc1ccccc1)N1CCN(C(=O)c2ccccc2F)CC1 | -6 | 1 | 6 | 5 | 0 | 4 | -6 | 0
COc1ccc(Cl)cc1NC(=O)CN(C)C(=O)c1ccc(OCc2ccccc2)c(OC)c1 | 7 | -4 | 8 | -1 | -5 | / | -3 | 3
CCOc1ccc(C(=O)N2CCSC2=S)cc1 | / | -10 | -4 | / | / | -4 | 7 | /
C[C@H]1CN([C@@H](C)CO)S(=O)(=O)c2ccc(C3=CCCCC3)cc2O[C@H]1CN(C)C(=O)C1CCC1 | -24 | / | -32 | -2 | -5 | 2 | / | -6
O=C(NCc1ccc(F)cc1)[C@H]1[C@H](CO)[C@H]2Cn3c(cccc3=O)[C@@H]1N2C(=O)c1cnccn1 | -8 | / | / | -1 | 0 | 0 | -4 | 9
N#C[C@H]1[C@H](c2ccc(C#Cc3ccccc3F)cc2)[C@H](CO)N1C(=O)C1CCC1 | 66* | 8 | -6 | -1 | -2 | -5 | 87* | 102*
COc1ccc(Nc2ncnc3sc(-c4ccccc4)cc23)cc1OC | / | -1 | 16 | / | / | -3 | 2 | 0
C[C@H](CO)N1C[C@H](C)[C@@H](CN(C)Cc2ccc(C(=O)O)cc2)OCCCC[C@H](C)Oc2ccc(NS(=O)(=O)c3cn(C)cn3)cc2C1=O | -8 | / | 3 | / | / | -3 | -7 | -1
CC(C)CC#Cc1ccc2c(c1)O[C@H](CN(C)C(=O)Cc1ccccc1)[C@H](C)CN([C@@H](C)CO)S2(=O)=O | 10 | -11 | -10 | -2 | -3 | 0 | / | 21
CC(=O)N1[C@H](C)C=C[C@]1(Cc1ccccc1)C(=O)O | -2 | 7 | -11 | -1 | 5 | -2 | 9 | -6
COCCCNC(=O)CCc1c(C)nc2c(c(C)nn2-c2ccc(C)cc2)c1C | -2 | 3 | -5 | -1 | -2 | 4 | 17 | -5
CCN(CC)C(=O)Cn1cnc2sc(C(=O)N3CCN(c4ccc(F)cc4)CC3)c(C)c2c1=O | 4 | 0 | / | 4 | -5 | / | 2 | /
CN1CCN(c2nc(N3CCN(CCO)CC3)nc3ccccc23)CC1 | / | 3 | 6 | / | / | 1 | 16 | /
O=C(NCc1ccccc1)[C@@H]1[C@@H](CO)[C@@H]2Cn3c(ccc(-c4cccc(F)c4)c3=O)[C@H]1N2 | -3 | / | / | -2 | 12 | 19 | / | 7
Nc1ccccc1C(=O)N1CCC(O)(c2ccc(Cl)cc2)CC1 | -7 | 1 | / | -2 | -7 | -5 | 3 | -8
Cc1ccc(Cn2ccsc2=NC(=O)COC(=O)c2ccc(NC(=O)CC#N)cc2)cc1 | 11 | / | -6 | -1 | -7 | / | -5 | 3
Cc1ccc(Nc2c(-c3ccccn3)nc3cc(C)ccn23)cc1 | 43 | 0 | 19 | -5 | -11 | 0 | 58 | 30
CC[C@@]1(C(=O)OC)N[C@H](CN(C)S(=O)(=O)c2ccc(C(C)(C)C)cc2)[C@@H]2C(=O)N(Cc3ccccc3)C(=O)[C@@H]21 | 10 | -2 | 8 | -1 | -4 | -4 | -4 | 10
C[C@@H]1CN([C@H](C)CO)C(=O)c2cc(NS(=O)(=O)c3ccccc3)ccc2O[C@H]1CN(C)S(C)(=O)=O | -2 | / | 0 | 2 | -2 | 1 | / | 5
O=C(C[C@H]1CC[C@H](NC(=O)Cc2ccccn2)[C@@H](CO)O1)NCCc1ccncc1 | 5 | -1 | -3 | / | 8 | -6 | -7 | 2
COc1ccc(CCN(Cc2ccccn2)C(=S)Nc2ccccc2Cl)cc1OC | 5 | / | / | -2 | -1 | / | -8 | 5
COc1ccc(NS(=O)(=O)c2cc(NC(=O)c3ccc(=O)[nH]n3)ccc2N2CCOCC2)cc1 | 8 | 6 | -2 | 1 | -1 | 5 | 51 | 10
C[C@H](CO)N1C[C@H](C)[C@H](CN(C)CC2CC2)Oc2cc(C#Cc3ccccn3)ccc2S1(=O)=O | 3 | -12 | -18 | 1 | 3 | 3 | / | -11
C[C@@H]1CN([C@@H](C)CO)C(=O)c2cc(NC(=O)Nc3ccc4c(c3)OCO4)ccc2O[C@@H]1CN(C)Cc1ccc(C(=O)O)cc1 | 0 | / | 3 | 1 | 10 | -6 | / | -7
COc1cccc(NC(=O)CN(C)C(C)C(=O)Nc2ccc(C#N)cc2)c1 (stereo unspecified) | 6 | -1 | / | 2 | 6 | / | -1 | 4
CCc1ccc([C@H]2[C@@H]3C(=O)C[C@@H]4C(=O)N(CC)C(=O)[C@@H]4[C@@H]3CN2S(=O)(=O)c2ccc(C)cc2)cc1 | -2 | -13 | -2 | -6 | -9 | 3 | -1 | 24
CN1c2ccccc2N(C)C1(C)c1ccccc1 | 5 | 7 | / | 4 | 67 | / | 92* | 3
Cc1ccc(N2C(=O)N(CC(=O)Nc3cc(Cl)ccc3C)C(=O)C2C)cc1 (stereo unspecified) | -9 | / | / | -2 | -1 | -2 | -6 | -17
CC1CCN(S(=O)(=O)c2ccc(NC(=O)CNC3CCCCC3)cc2)CC1 | 49 | 4 | / | 2 | 6 | 8 | -5 | 5

The last 3 entries of the section before lead into the next:
SMILES | EWS-Fli block | FN deposition inh | PGC1a acetyl inh | ERAP1 HTS inh | S100A4 inh HTS | PglD inh | PAX8 inh HTS | LGR2 antag
CN1c2ccccc2N(C)C1(C)c1ccccc1 | 5 | 7 | / | 4 | 67 | / | 92* | 3
Cc1ccc(N2C(=O)N(CC(=O)Nc3cc(Cl)ccc3C)C(=O)C2C)cc1 (stereo unspecified) | -9 | / | / | -2 | -1 | -2 | -6 | -17
CC1CCN(S(=O)(=O)c2ccc(NC(=O)CNC3CCCCC3)cc2)CC1 | 49 | 4 | / | 2 | 6 | 8 | -5 | 5
Cc1noc(C)c1NC(=O)Nc1ccc2c(c1)CC(=O)N([C@H](C)CO)C[C@@H](C)[C@@H](CN(C)S(=O)(=O)c1c(C)noc1C)O2 | 2 | 0 | 1 | -2 | -46 | 1 | -16 | 12
Cn1nc(C(=O)NCCOc2ccccc2)c2ccccc2c1=O | -9 | 7 | 5 | 0 | 2 | / | -9 | 21
COc1ccc(OCc2cn(CC(=O)c3ccc(O)cc3)nn2)cc1 | -5 | 5 | -4 | -2 | -2 | -8 | -17 | -4
COc1cc(/C=C2\SC(=Nc3ccc(O)cc3)NC2=O)cc(OC)c1OC | ? | 9 | / | 0 | -5 | / | 1 | 2
COc1cc(C(=O)N/N=C(\C)c2ccc(NC(=O)Cc3ccccc3)cc2)ccc1O | / | 13 | / | 1 | 9 | 2 | -117 | -25
COc1ccc([N+](=O)[O-])cc1NC(=S)NC(NC(C)=O)C(Cl)(Cl)Cl (stereo unspecified) | 1 | -2 | -12 | 2 | -1 | 3 | 7 | 7
COc1ccccc1S(=O)(=O)N1C[C@@H]2N[C@H](C1)C2c1ccc(-c2cccc(F)c2)cc1 (stereo partly specified) | -4&7 | 7&-2 | -19&-11 | -10&-8 | ? | / | 6&17 | -8&-27
O=C(O)c1ccccc1COc1ccccc1Cl | -5 | / | 0 | 1 | -6 | 12 | / | 1
O=C(CNc1ccccc1F)N/N=C/C1CC=CCC1 (stereo unspecified) | -2 | / | / | 0 | -3 | / | -28 | -5
COC(=O)c1ccc(-n2c(C)cc(/C=N/Nc3nc(C)cc(=O)[nH]3)c2C)cc1 | -5 | 5 | 6 | 0 | 4 | / | 9 | -17
CCN(CC)C(C(=O)NC1CCCCC1)c1ccc(C)cc1 (stereo unspecified) | 11 | / | -1 | 4 | 2 | / | 8 | -13
Cc1cc2c(cc1S(=O)(=O)NC1CCCCC1C)OCC(=O)N2 (stereo unspecified) | / | -5 | 0 | 1 | -3 | -1 | -1 | -12
C(=N\N1CCN(c2ccccn2)CC1)/c1ccco1 | -20 | 6 | 39 | 13 | 7 | -1 | -21 | -21
NS(=O)(=O)c1ccc(CNC(=O)c2csc3c2CCCC3)cc1 | 8 | -3 | 18 | 5 | 1 | / | 3 | /
O=C(COC(=O)c1cc(=O)[nH]c2ccccc12)NCc1cccs1 | 4 | 4 | 6 | / | 1 | / | -10 | -4
COc1cc(/C=N/NC(=O)Cn2cnc3c2c(=O)n(C)c(=O)n3C)ccc1O | 6 | 11 | -3 | -3 | -3 | 2 | 0 | 5
COc1ccccc1NC(=O)CCN1C(=O)C2CC=C(Cl)CC2C1=O (stereo unspecified) | 8 | / | 5 | -1 | 4 | 1 | / | 7
CCNC(=O)NC(=O)c1csc([N+](=O)[O-])c1 | 10 | 1 | -1 | -1 | 0 | / | -21 | 7
COc1ccc(NC(=O)c2cc([N+](=O)[O-])ccc2N2CCCC2)cc1S(N)(=O)=O | 0 | 14 | / | 4 | -3 | / | -2 | -14
CN(C)c1cc(-c2ccccc2)nc(-c2ccccc2)n1 | -3 | 3 | 18 | 0 | 6 | -1 | -1 | 0
O=C(CCCC(=O)N1CCCC1)N1CCCC1 | -13 | -3 | 3 | 0 | 1 | -9 | -7 | -15
O=C(COC(=O)c1nc(Cl)ccc1Cl)NC1CCS(=O)(=O)C1 (stereo unspecified) | 2 | -7 | -2 | 1 | -5 | 2 | -14 | 18
C[C@H](NC(=O)c1ccco1)C(=O)NCCc1ccc(S(N)(=O)=O)cc1 | 8 | -6 | 13 | -2 | -20 | 0 | -2 | 7
C=CCn1c(SCCC)nc(O)cc1=O | 3 | / | / | 4 | 30 | / | / | 11
CCOc1ccc(CCN2C(=O)C3C4CCC(O4)C3C2=O)cc1OCC (stereo unspecified) | -1 | 3 | / | 2 | -6 | -7 | 0 | -2

Screens (PubChem BioAssay)
